HCV NS3 hel inh: blocks Hepatitis C virus NS3 helicase unwinding | actives 0.56% (n = 290,000) | inhibition, % at 10.9 µM | NS3 helicase DNA unwinding, Cy5 molecular beacon fluorescence | AID 1800;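 active means inhibition above the mean of all tested compounds plus 3 SD, set per campaign, cut at about 35% in these data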;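 further: 0% = DMSO wells and 100% = thioflavine S control wells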
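Assay system: hepatitis C virus NS3 helicase domain fragment enzyme. Also added: annealed dual-labelled DNA beacon duplex, ATP-started. Timing: 1 h reaction at 25 °C, ATP-initiated. Technique: Cy5 fluorescence at 0 and 60 min, beacon hairpin quenching. Evaluation: % inhibition of unwinding. Replication: one well per compound.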
DNA FID counter: fluorescent intercalator displacement, NS3 helicase counter-screen | inhibition, % at 7.9 µM | actives 0.17% (n = 290,000) | AID 1845 | DNA fluorescent intercalator displacement, fluorescence; in the data active means inhibition above about 37%;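 further: 0% = vehicle and 100% = reference compound; higher means more ethidium bromide displaced from hairpin DNA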
IMP-1 inh: blocks Pseudomonas aeruginosa IMP-1 metallo-beta-lactamase. purified IMP-1, nitrocefin hydrolysis, epi-absorbance fluorescence. inhibition, % at 5.6 µM. actives 0.45% (n = 290,000). AID 1556;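 active means inhibition above the mean plus 3 SD of all compounds in the same screening run, cut at about 4.5% in these data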;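 further: 0% = IMP-1 with DMSO and 100% = DMSO wells lacking enzyme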
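System – purified recombinant IMP-1 beta-lactamase · Input – IMP-1 dispensed at 0.2 nM · Timing – 15 min preincubation plus 25 min reaction at 25 °C · Signal – Epi-absorbance fluorescence, 480 nm excitation, 530 nm emission · Measure – percent IMP-1 inhibition derived from blank-referenced optical density · Controls – Enzyme-plus-DMSO low control, enzyme-free DMSO high control · Replication – singlicate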
PfM18AAP inh: blocks P. falciparum M18 aspartyl aminopeptidase | recombinant PfM18AAP, H-Glu-NHMec fluorogenic cleavage | inhibition, % at 7.35 µM | actives 1.2% (n = 290,000);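 active means inhibition above the campaign mean inhibition over all tested compounds plus 3 SD, cut at about 28% in these data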;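 further: 0% = plate median of test compound wells and 100% = 2 mM ZnCl2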
MEKK2mut PB1 HTS: signal of MEK5 binding to mutant human MEKK2 PB1 domain. actives 0.35% (n = 290,000). percent response, % at 10 µM. bead flow cytometry, Alexa488-MEK5 binding to MEKK2 mutant. AID 1530; in the data active means percent response above about 24%, passing the limit was not always enough; further: inactives centre near 1; some results filed as inactive read as strong as hits
MEKK2 WT-MEK5: raises or lowers MEK5 binding to wildtype human MEKK2 PB1 domain; bead flow cytometry, Alexa488-MEK5 binding to MEKK2 WT; actives lie on both sides; binding response (% of control), % at 10 µM; actives 1.1% (n = 290,000); AID 1531; in the data active means binding response below about 67% or above about 130%
NALP1 inh: inhibitors of NALP1 inflammasome in yeast | inhibition, % at 10 µM | AID 2071 | S. cerevisiae NALP1/ASC/caspase-1 growth, X-gal OD620, 72 h | actives 0.61% (n = 280,000); in the data active means inhibition mostly above about 24%, no sharp cut-off; inactive means mostly below about 32%; further: some compounds called inactive have numbers as strong as hits
SUMO HTRF inh: blocks human SUMOylation mediated by UBC9. P63279. HTRF SUMOylation assay, SAE1/SAE2 + UBC9, in vitro. inhibition, % at 35 µM. actives 0.36% (n = 290,000); in the data active means inhibition above about 50%, passing the limit was not always enough; further: strong numbers were not always called active
Target sequence (P63279 whole entry, looked up): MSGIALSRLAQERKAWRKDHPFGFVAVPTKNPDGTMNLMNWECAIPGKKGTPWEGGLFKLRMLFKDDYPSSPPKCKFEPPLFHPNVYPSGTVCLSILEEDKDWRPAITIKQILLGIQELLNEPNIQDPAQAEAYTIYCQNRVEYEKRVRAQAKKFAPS
VIM-2 inh: inhibitors of Pseudomonas aeruginosa VIM-2 metallo-beta-lactamase | actives 0.89% (n = 290,000) | AID 1527 | purified VIM-2, nitrocefin hydrolysis, epi-absorbance fluorescence | inhibition, % at 5.6 µM;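 active means inhibition above the mean of all tested compounds plus 3 SD, cutoff set per screening run, cut at about 7.5% in these data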;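 further: red hydrolysis product quenches plate fluorescence so inhibitors raise well fluorescence; 0% = enzyme with DMSO and 100% = DMSO without enzyme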
The depositor's hits bear a star; . = not tested or not shown; [ ] = dose if it differs, or a comment. No enrichment for hits. About 4.7% of those tested had a hit in this group.

smiles	DNA FID counter	VIM-2 inh	MEKK2 WT-MEK5	MEKK2mut PB1 HTS	PfM18AAP inh	SUMO HTRF inh	NALP1 inh	IMP-1 inh	HCV NS3 hel inh
CCOC(=O)c1ccccc1OC(=O)CS(=O)c1ccccc1[N+](=O)[O-] (centres undefined)	-10	-2.1	100	0	11	-3	6	-3.6	4
Cn1c(=O)c2c(ncn2CC(=O)Nc2cccc(S(=O)(=O)Nc3ccccc3F)c2)n(C)c1=O	-13	-0.4	99	2	7	2	-14	-2.4	0
O=C(NCCCn1ccnc1)/C(=C\c1ccc(Br)cc1)NC(=O)c1ccccc1	14	-9.6	95	2	-5	-8	-13	-3.2	-13
CCn1c(=O)c2sccc2n2c(CCCC(=O)NC3CCN(Cc4ccccc4)CC3)nnc12	-1	8.0*	108	7	-2	18	4	-2.6	3
O=C(O)c1ccc(NC(=O)c2cn(-c3ccccc3)nc2-c2ccccc2)cc1	-35	-3.5	96	-1	4	19	6	-2.7	13
CSc1ccc(CCNC(=O)c2ccc(CS(=O)Cc3ccc(Cl)cc3)o2)cc1 (centres undefined)	-55	-1.8	96	2	8	0	6	-2.2	-3
COC(CNC(=O)c1cc(-c2ccncc2)nc2ccc(S(=O)(=O)N3CCOCC3)cc12)OC	-12	-3.7	96	-2	3	18	-9	-3.5	29
COc1ccc(NC(=O)Nc2nc3ccccc3s2)cc1	-5	-1.1	98	-2	-6	9	-11	-2.4	-6
COc1ccc(/C=N/NC(=O)c2c(C)nnn2-c2nonc2N)cc1OC	-4	-1.3	99	10	-1	5	-1	-0.4	-14
Fc1ccc(Br)cc1C1C=C(c2ccc(Br)s2)Nc2ncnn21 (centres undefined)	1	-2.9	97	1	39*	10	26	-3.2	-6
CC(C)Cn1nc(NC(=O)c2ccco2)c2cc3ccccc3nc21	-32	-1.9	96	-8	-10	33	21	-1.8	16
CN1CCc2nc(SCCOc3ccccc3)c(C#N)cc2C1	6	3.0	117	12	2	9	18	3.3	-24
Cc1c(=O)n(OCc2c(F)cccc2F)c2ccccc2[n+]1[O-]	0	-7.8	.	.	-2	.	.	-6.9	-3
CS(=O)(=O)NCC(c1cccnc1)N1CCN(c2ccccc2F)CC1 (centres undefined)	-2	-2.2	107	8	1	11	-2	-3.0	1
CCCc1cc(=O)oc2cc(OCC(=O)Nc3cc(C)on3)ccc12	1	-2.5	106	7	-8	-11	9	-4.2	10
Cc1c(Cl)cccc1NC(=O)CC(Cc1ccccc1)C(=O)O (centres undefined)	-17	0.1	107	0	-1	-4	6	-1.1	3
Cc1ccc(NC(=O)O/N=C/c2c(C)nn(C(C)(C)C)c2C)cc1Cl	-13	-0.5	97	6	-17	6	28	-2.0	-13
N#CC(C#N)=C(Nc1ccc(F)cc1)SCc1cccc(F)c1	-4	-4.4	4.0*[inhibitor]	-16	8	2	27	-2.2	13
O=c1[nH]nc(Sc2ncnc3sccc23)n1CCc1ccccc1	-15	9.7*	.	.	-35	-4	8	-4.2	3
CC(C)C(=O)Nc1nnc(SCC(=O)NCC2CCCO2)s1 (centres undefined)	-5	0.5	86	-10	-13	-9	-17	-1.4	9
Cc1ccccc1N1CCN(S(=O)(=O)c2nnc(NC(=O)CC(C)C)s2)CC1	-20	-2.5	96	2	5	5	16	-3.4	-14
COC(=O)c1ccc(CNC(=O)COC(=O)C23CC4CC(CC(C4)C2)C3)cc1	-31	1.4	93	-2	0	-14	30	-0.1	-14
COCC(=O)Nc1ccc(S(=O)(=O)Nc2nccs2)cc1	-8	-1.0	106	11	-4	5	-19	-3.4	16
CC1CCN(Cc2cc(=O)oc3ccc4ccccc4c23)CC1	-9	-1.4	93	1	-7	0	4	-2.2	-1
O=C(O)CC(c1ccccc1)N1C(=O)c2cccc([N+](=O)[O-])c2C1=O (centres undefined)	0	0.0	106	5	2	9	11	-1.3	0
O=C(O)/C=C/c1ccc(S(=O)(=O)NCc2cccnc2)cc1	2	-2.2	105	-2	2	0	.	-3.0	-3
O=C(NCCc1ccc(Cl)cc1)C1CC(=O)N(C2CCCC2)C1 (centres undefined)	-13	-3.8	100	3	-10	0	1	-2.3	1
CCc1cc2ccccc2nc1SCC(=O)N1CCN(C(=O)c2ccco2)CC1	-31	0.2	98	1	-7	6	23	-1.5	9
CN(Cc1ccccc1)C(=O)COC(=O)C1CCN(S(=O)(=O)c2cccs2)CC1	-18	-1.1	92	-6	-2	5	-1	-1.9	-5
C[C@@H](NC(=O)c1nc[nH]c1C(=O)N[C@@H](Cc1ccccc1)C(=O)OCc1ccccc1)c1ccccc1	-21	-3.6	97	-4	3	-22	4	-3.7	-17
CCOC(=O)c1cc2c(=O)n3cccc(C)c3nc2n(CCOC)c1=NC(C)=O	-3	0.9	95	-14	-5	31	-28	-1.7	0
CC(C)CCN(CCC(C)C)C(CO)(CO)CO	-4	-2.7	98	0	1	15	-8	-1.3	-1
COC(=O)c1ccc(NC(=O)C2CCCN2S(=O)(=O)c2ccc(OC)cc2)cc1 (centres undefined)	-17	-1.6	98	-14	1	23	25	0.2	-2
Cc1ccc(CN2CCN(/N=C/c3ccc(C)s3)CC2)cc1	-6	-2.8	105	-1	1	-1	40	-3.0	-12
Cc1ccccc1-c1ccccc1N	1	-0.6	103	1	4	-4	18	-2.0	-2
COc1cc(CNCCc2ccccc2)cc(Cl)c1OCc1ccccc1	24	-1.9	192*	37	-5	-21	29	-0.5	-47
O=C(NCc1n[nH]c(=S)n1-c1cccc(Cl)c1)c1ccc(S(=O)(=O)N2CCCCC2)cc1	-38	-7.3	94	2	6	8	-24	-3.3	13
COc1cc(C2c3c(oc4ccccc4c3=O)C(=O)N2c2ccc(C)cn2)ccc1O (centres undefined)	0	-3.4	102	3	4	-11	20	-4.5	6
COc1ccc(-c2cnnc(N/N=C/c3ccc(O)cc3)n2)cc1	-8	-1.7	117	0	-3	13	4	-2.7	12
c1ccc(COc2cccc(CNCc3ccccn3)c2)cc1	10	8.2*	109	1	-3	0	7	-4.0	-13

Given as labelled records: part of the list above
> COC(CNC(=O)c1cc(-c2ccncc2)nc2ccc(S(=O)(=O)N3CCOCC3)cc12)OC
  DNA FID counter: -12
  VIM-2 inh: -3.7
  MEKK2 WT-MEK5: 96
  MEKK2mut PB1 HTS: -2
  PfM18AAP inh: 3
  SUMO HTRF inh: 18
  NALP1 inh: -9
  IMP-1 inh: -3.5
  HCV NS3 hel inh: 29
> COc1cc(CNCCc2ccccc2)cc(Cl)c1OCc1ccccc1
  DNA FID counter: 24
  VIM-2 inh: -1.9
  MEKK2 WT-MEK5: 192*
  MEKK2mut PB1 HTS: 37
  PfM18AAP inh: -5
  SUMO HTRF inh: -21
  NALP1 inh: 29
  IMP-1 inh: -0.5
  HCV NS3 hel inh: -47

Next part
smiles	DNA FID counter	VIM-2 inh	MEKK2 WT-MEK5	MEKK2mut PB1 HTS	PfM18AAP inh	SUMO HTRF inh	NALP1 inh	IMP-1 inh	HCV NS3 hel inh
CC(=O)Nc1nc(NCc2ccccc2Cl)n(-c2ccccc2)n1	-11	-4.0	111	7	-6	14	14	-3.6	-7
Cc1c(C(=O)N2CCCCC2)nn(-c2ccc(Cl)cc2)c(=O)c1C#N	-8	2.2	84	-11	-6	12	6	0.7	14
CCN1CCN(CC(O)COc2ccc(C(C)=O)cc2)CC1 (centres undefined)	8	-2.5	108	3	9	13	-17	-5.4	5
Cc1[nH][nH]c(=O)c1N=Nc1ccccc1C#N	0	1.0	87	-11	5	3	7	-4.1	-12
O=C(Nc1ccccc1F)C1CCCN1S(=O)(=O)c1cccc2nsnc12 (centres undefined)	-3	-1.5	100	3	0	9	16	-2.2	1
Cc1ccc(C2NC(=O)c3ccccc3O2)cc1 (centres undefined)	-6	-0.9	110	9	2	-11	.	-2.7	7
O=c1cc(NC2CCCCC2)c2ccccc2o1	-8	-2.1	103	1	0	10	20	2.1	-1
CC(C)NC(=O)c1cnc(Sc2ncc(C(F)(F)F)cc2Cl)n1C	-8	-3.1	105	10	6	-14	31	-3.3	1
CCC(=O)Nc1ccc2nc(C)n(CC(=O)Nc3ccccc3)c(=O)c2c1	2	-1.6	89	-10	-6	25	22	-2.4	-1
O=C(Cn1cccc1C(=O)c1ccccc1)NCc1ccccc1	-7	-3.6	94	-1	-4	21	12	-3.6	6
CC(C)CC(NC(=O)CNC(=O)C1O[C@@H]2OC(C)(C)O[C@@H]2[C@H]2OC(C)(C)O[C@@H]12)C(=O)O (some centres undefined)	-3	0.9	95	-9	7	14	18	0.7	4
O=C(CN1C(=O)c2ccccc2S1(=O)=O)NC1CCCC1	-5	-2.8	98	-2	9	21	31	3.5	20
O=C(Cc1cccs1)NCc1ccccc1	1	-2.8	105	4	1	12	1	-4.1	5
CCOc1ccccc1NC(=O)NCc1ccc(F)cc1	-2	-1.8	102	5	5	13	-15	-3.1	-3
Cc1sc2nc3c(C(=O)N4CCCC4)cc(C(=O)c4ccccc4O)cn3c(=O)c2c1C	-4	-1.6	89	-4	0	28	-6	-1.8	3
Cc1ccc(CN2CCNC(=O)C2CC(=O)N(C)CCc2cnn(C)c2)cc1 (centres undefined)	-20	-3.5	99	2	1	-4	0	-3.4	5
Cc1nc2ncnn2c(C)c1Cc1cccc(F)c1	-1	-2.9	97	3	1	-6	-1	-3.0	3
COC(=O)CNC(=O)COC(=O)c1cc(F)c(F)cc1Cl	-3	0.1	107	6	-9	-4	-1	-3.5	-1
CCOC(=O)CSc1nnc(-c2cccc(Br)c2)o1	-7	0.3	93	-4	1	10	-7	-1.8	-4
CC(=O)c1cccc(NC(=O)COc2cc3oc(=O)c(CC(C)O)c(C)c3cc2Cl)c1 (centres undefined)	-9	-0.2	109	17	0	-1	36	-4.0	-3
Cc1cccnc1NC(=O)C(C)N1C(=O)c2ccccc2C1=O (centres undefined)	-9	-1.3	119	24	0	-3	.	-2.9	-2
COc1ccc(NC(=O)CSCC(=O)N2c3ccccc3CCc3ccccc32)cc1	-34	-2.1	100	-1	-4	-15	.	-2.9	0
Cn1nnc2cc(C(=O)NC(C)(C)C)ccc21	3	-0.9	101	1	-14	21	10	-0.6	13
O=C(c1cccs1)N(CC1CCCO1)c1nc(-c2ccccc2)cs1 (centres undefined)	-3	-1.4	97	-3	-8	-4	6	-2.9	7
C=CCNc1nnc(SCC(=O)N2CCCCC2)c2ccccc12	2	2.2	107	5	11	35	23	-1.1	-5
O=C(CC1NCCc2ccccc21)Nc1ccc(Cl)cc1 (centres undefined)	12	2.5	103	-6	7	10	15	-4.3	-1
Cc1cccc2c3c([nH]c12)C(=O)CC(C)(C)S3	-8	-2.9	84	-8	5	6	-8	-3.5	-3
NC(=O)c1cccc2ccccc12	-2	-2.6	95	-5	3	2	-4	-1.4	-6
CC1C(=O)NC(=O)C1c1ccccc1 (centres undefined)	0	-0.5	96	-23	-1	4	28	-1.8	-2
COc1ccccc1N1CCN(C(=O)Cc2c(C(=O)O)[nH]c3ccc(Cl)cc23)CC1	-31	-2.5	96	-22	2	8	10	-2.2	-8

Compound activity deposited in PubChem by several laboratories.
